High-throughput results (PubChem)
HEK293 tox = cytotoxic in the GLP-1 receptor inverse agonist counter-screen. 0.13% of 410,000 active. Potency, µM (series often up to 38.3 µM), inactives show at the top dose activity change, negative = inhibition, hits mostly inhibitors. AID 624418. HEK293 cAMP-luciferase reporter cells, luminescence, 24 h;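 further: loss of luciferase light is scored as toxicity; on the % scale 0 is the no-effect control and ±100 the full control effect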
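Seeding density was 200 cells/uL; after overnight-length (12 h) culture, 23 nL compounds went on for 24 h at 37 °C. Readout used a luciferase detection reagent, luminescence taken after 12 min at room temperature.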
PTHR1 ag = agonists of human PTHR1 parathyroid hormone receptor. AID 743266. HEK293 GP2 PTHR1 cells, GloSensor cAMP luminescence, 1 h. Potency, µM (series often up to 115 µM), inactives show at the highest dose activation, hits mostly activators. Q03431. 0.075% of 410,000 active; further: nearly all actives have a fitted effect of over 55% in size; some results filed as inactive show a strong effect at the top dose; inactives centre near -15; many of its hits are not listed in these tables
Target sequence (Q03431 whole entry, looked up): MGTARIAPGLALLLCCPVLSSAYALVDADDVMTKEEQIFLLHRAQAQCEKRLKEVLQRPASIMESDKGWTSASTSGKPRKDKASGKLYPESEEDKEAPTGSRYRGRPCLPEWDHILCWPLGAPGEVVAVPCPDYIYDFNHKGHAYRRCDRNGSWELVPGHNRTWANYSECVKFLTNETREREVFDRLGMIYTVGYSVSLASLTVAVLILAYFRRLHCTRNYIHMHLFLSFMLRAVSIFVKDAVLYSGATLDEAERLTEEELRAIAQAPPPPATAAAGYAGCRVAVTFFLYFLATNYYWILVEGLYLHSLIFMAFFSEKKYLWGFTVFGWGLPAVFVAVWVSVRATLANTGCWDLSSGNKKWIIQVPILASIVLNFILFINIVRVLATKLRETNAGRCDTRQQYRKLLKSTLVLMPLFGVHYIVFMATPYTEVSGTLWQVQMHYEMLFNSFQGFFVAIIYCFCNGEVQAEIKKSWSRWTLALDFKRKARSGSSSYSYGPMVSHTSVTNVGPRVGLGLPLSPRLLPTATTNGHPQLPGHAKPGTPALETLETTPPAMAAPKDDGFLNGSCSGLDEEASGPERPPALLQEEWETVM
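HEK-293-derived GP2 cells expressing PTHR1 and a GloSensor cAMP reporter, 3,000/well, plated overnight, given luciferin plus IBMX (each 0.5 mM as added) for 1 h at 37 °C, then compound for 1 h at 37 °C. Luminescence was read after 15 min at room temperature.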
GLP1R inv ag = acts as inverse agonist at human GLP-1 receptor | AID 624417 | 1.6% of 410,000 active | HEK293 GLP-1R CRE-luciferase, luminescence, 24 h; GLP-1R form is constitutively active | P43220 | Potency, µM (doses to about 38.3 µM), for inactives: at the highest dose activity change, negative = inhibition, hits mostly inhibitors; further: on the % scale 0 is the no-effect control and ±100 the full control effect; nearly all actives have a fitted effect of over 55% in size
Target sequence (P43220 whole entry, looked up): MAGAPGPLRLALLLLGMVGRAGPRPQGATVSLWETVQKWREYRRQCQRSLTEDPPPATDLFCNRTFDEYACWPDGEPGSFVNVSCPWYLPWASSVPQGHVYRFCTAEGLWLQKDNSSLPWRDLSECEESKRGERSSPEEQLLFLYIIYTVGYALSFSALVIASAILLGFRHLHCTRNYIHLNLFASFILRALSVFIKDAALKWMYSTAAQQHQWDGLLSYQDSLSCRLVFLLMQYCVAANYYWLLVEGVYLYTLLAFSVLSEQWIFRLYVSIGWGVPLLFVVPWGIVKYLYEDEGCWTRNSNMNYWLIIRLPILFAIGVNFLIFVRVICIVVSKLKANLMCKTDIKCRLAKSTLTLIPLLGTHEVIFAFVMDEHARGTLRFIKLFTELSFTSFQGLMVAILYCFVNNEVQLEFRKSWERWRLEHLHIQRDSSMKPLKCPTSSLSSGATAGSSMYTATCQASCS
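Stable HEK293 clone (constitutively active GLP-1R + cAMP-response luciferase); 200 cells/uL plated, 12 h pre-culture, compound 24 hr, 37 deg C/5% CO2; detection reagent 12 min RT; luminescence.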
The depositor's hits bear a star; i = inactive; ? = inconclusive; [ ] = dose if it differs, or a comment. The call rests on the fitted dose curve; in most records, active means well fitted curve in the direction sought with a large enough effect; inconclusive means small, poorly fitted or top-dose-only effect, or another doubt; inactive means no such curve, though single readings can be large; an effect the other way counts as inactive or inconclusive. Potency means the concentration at half of the fitted maximal effect. The list is partial; count on the stated rates, not on these rows.

SMILES | HEK293 tox | PTHR1 ag | GLP1R inv ag
Cc1ccc(Cn2c(CNC(=O)Cc3cccc([N+](=O)[O-])c3)nc3cccnc32)cc1 | 0.6% | -13.0% | -0.3%
CCOc1ccc(Sc2cc(C(=O)NCCc3ccccc3)c3ccccc3n2)cc1 | 0.1% | -17.4% | 2.5%
CCc1cnc2c(c1SCC(=O)c1ccccc1)c(=O)n(C)c(=O)n2C | -1.1% | -5.0% | 1.2%
Cc1ccc(CN2COc3ccc4c(-c5ccccc5)cc(=O)oc4c3C2)cc1 | 1.9% | -2.6% | 1.6%
COc1cc(OC)c(NC(=O)Cc2c(C(=O)O)c(C)cn2C)cc1Cl | 10.2% | 5.4% | 17.2%
CCc1ccc(OCC(=O)N(Cc2ccc(Cl)cc2)C2CCS(=O)(=O)C2)cc1 (centres undefined) | -18.1% | -28.8% | ?
Cn1c(=O)c2c(-c3ccccc3)n3c(c2n(C)c1=O)C(c1ccco1)Nc1ccccc1-3 (centres undefined) | -4.8% | i | 10.7%
CCSc1ccccc1C(=O)N1CCN(c2nc3ccccc3s2)CC1 | -5.8% | -47.2% | ?
CC(=O)N1CCc2cc(CNC(=O)Nc3ccccc3C(F)(F)F)ccc21 | 1.2% | 15.7% | -4.7%
O=C(COC(=O)c1cccc(NC(=O)c2ccc(Br)cc2)c1)c1ccc(Cl)cc1 | -0.8% | -35.6%[inhibitor] | -22.0%
Cn1cc(CCCC(=O)NCc2cccc(Br)c2)c2ccccc21 | 3.6% | -15.0% | ?
O=C(CSc1nc(=O)n(Cc2ccncc2)c2c1CCC2)Nc1ccc(F)cc1F | -7.4% | -14.5% | 1.9%
CCOc1cc(C2c3c(oc4ccccc4c3=O)C(=O)N2Cc2ccc3c(c2)OCO3)ccc1O (centres undefined) | 0.8% | -16.7% | 3.2%
O=C(CSCc1cc(=O)c2ccccc2[nH]1)Nc1cccc(C(F)(F)F)c1 | -2.3% | i | 9.0%
CCOc1ccc(CCNC(=O)c2sc3nc4n(c(=O)c3c2C)CCCC4)cc1OCC | -12.2% | -34.0%[inhibitor] | 21.8%

Quoted at random: 2 entries already listed
SMILES | HEK293 tox | PTHR1 ag | GLP1R inv ag
O=C(COC(=O)c1cccc(NC(=O)c2ccc(Br)cc2)c1)c1ccc(Cl)cc1 | -0.8% | -35.6%[inhibitor] | -22.0%
COc1cc(OC)c(NC(=O)Cc2c(C(=O)O)c(C)cn2C)cc1Cl | 10.2% | 5.4% | 17.2%

The list goes on.
SMILES | HEK293 tox | PTHR1 ag | GLP1R inv ag
Cc1cc(Cl)ccc1NC(=O)CN1C(=O)COc2ccc(S(=O)(=O)N3CCC(C)CC3)cc21 | 13.0% | ? | 0.7%
COc1ccccc1N1CCN(c2ccc(=O)n(CC(=O)NCc3ccc(F)cc3)n2)CC1 | 0.8% | -5.9% | 4.3%
CC(=O)c1ccc(Nc2nc3c(S(=O)(=O)c4ccccc4)nnn3c3ccc(Cl)cc23)cc1 | 11.9% | -1.0% | -7.2%
CCOc1ccc(NC(=O)CCn2cnc3onc(-c4ccc(F)cc4)c3c2=O)cc1 | 0.0% | i | 1.0%
COc1ccc(CCNC(=O)Cn2nc(C)c3c(C)n(-c4ccc(C)cc4)nc3c2=O)c(OC)c1 | 0.3% | -39.8%[inhibitor] | ?
Cc1cccc(CNC(=O)Cc2csc3ccccc23)c1 | 1.4% | -30.1%[inhibitor] | ?
Cc1ccc2c(=O)cc(C(=O)Nc3ccc(S(=O)(=O)N4CCCCCC4)cc3)oc2c1C | 4.0% | i | 14.2%
COc1ccc(CCNC(=O)Cc2c(C)c3c(cc(C)c4c(C)c(C)oc43)oc2=O)cc1 | -0.6% | -18.0% | 3.5%
Cc1ccc2c(=O)c(C(=O)c3ccccc3)cn(CC(=O)Nc3ccc(C)c(Cl)c3)c2n1 | 7.2% | i | -1.5%
CCC1CN(C(=O)N2CCC(C(=O)Nc3cc(C)ccc3C)CC2)c2ccccc2O1 (centres undefined) | -0.8% | -87.5%[inhibitor] | 13.1%
CCOC(=O)c1c(NC(=O)Nc2ccc(F)cc2)sc(C(=O)N(C)C)c1C | 9.6% | i | 7.7%
Cc1ccc(-c2c3c(=O)n(C)c(=O)n(C)c3c3c(C(F)(F)F)nc4ccccc4n23)cc1 | 30.6%[activator] | -28.9% | 8.0%
O=S(=O)(Nc1cccc(-c2ccc(N3CCOCC3)nn2)c1)c1ccc(F)cc1F | -5.4% | -18.9% | 5.2%
Clc1ccccc1-c1nnc(-c2ccccc2CNc2ccccc2)o1 | -0.5% | ? | 2.3%
COc1ccc(C2=NC(C)(C)N(CC(=O)Nc3cc(OC)cc(OC)c3)C2=O)cc1 | -2.8% | -15.4% | 3.9%
Cc1c(Cl)cccc1NC(=O)CCCn1nc(C)c2sc3ccccc3c2c1=O | -6.6% | -18.7% | 0.3%
CC(=O)C1=C(OC(=O)C(C)C)c2ccccc2S(=O)(=O)N1Cc1ccccc1 | -1.1% | -0.1% | -3.6%
Cc1ccc(S(=O)(=O)c2nc(-c3ccco3)oc2SCC(C)C)cc1 | 0.0% | -22.1% | ?
Cc1c(C(=O)NCc2ccccc2)oc2c1-c1[nH]ncc1CC2 | -0.5% | i | 11.6%
COc1ccc(C2C(=O)N(C3CCC(C)CC3)CC(=O)N2Cc2ccccc2Cl)cc1OC (centres undefined) | -9.0% | i | -11.1%
CCC1CCCCN1C(=O)Cn1c(=O)n(CCCCCC(=O)NCc2ccccc2)c(=O)c2sccc21 (centres undefined) | 7.9% | i | -4.1%
CCc1cccc2c(-c3ccccc3)nc(SCC(=O)Nc3ccccc3)nc12 | 26.4% | -5.5% | 1.6%
CCOc1ccc(NC(=O)c2sc3nc4n(c(=O)c3c2C)CCCC4)cc1 | -0.5% | -26.8% | 4.2%
CCOC(=O)c1c(C)[nH]c(CCC(=O)NCc2cccc(OC)c2)c1C | 2.1% | i | 9.8%
Cc1cccc(C(=O)n2nc(-c3ccco3)nc2NCc2ccccc2)c1 | 8.1% | -6.8% | 1.6%
COC(=O)c1cc(NC(=O)c2nn(C)c3c2CSc2ccccc2-3)cc(C(=O)OC)c1 | -14.4% | -10.3% | 8.7%
O=c1[nH]c(SCc2cccc(Cl)c2)nc2c1CCC2 | 4.8% | i | 8.5%
O=C(Nc1cc(F)ccc1F)C1CCN(c2nc3ccccc3n3cccc23)CC1 | -2.2% | -7.8% | 7.7%
O=C(NCc1cccc(F)c1)c1ccc(CS(=O)c2ccccc2Cl)o1 (centres undefined) | 2.5% | i | -4.7%
COc1ccccc1CNC(=O)C1CCN(S(=O)(=O)c2cn(C)cn2)CC1 | 16.8% | i | 2.9%
CC1=C(C(=O)Nc2ccccc2)C(c2ccc(O)cc2)n2nc(-c3ccc(Cl)cc3)nc2N1 (centres undefined) | 13.5% | i | ?
CCCN(CCC)CCCNC(=O)c1nn(C)c2c1CS(=O)(=O)c1ccccc1-2 | 7.1% | -15.2% | 16.1%
CCCCNC(=O)c1ccc2c(c1)N(CC)C(=O)c1ccccc1S2 | -3.6% | -60.1%[inhibitor] | ?
COc1cccc(-c2nc(CS(=O)(=O)CC(=O)Nc3c(C)cc(C)cc3C)c(C)o2)c1 | -13.9% | -3.3% | ?
COc1ccccc1-c1cc(C(=O)Nc2sc3c(c2C#N)CCCC3)no1 | 1.2% | i | 12.3%
Cc1ccc(SCc2nc(-c3ccc(C(=O)NCc4ccccc4Cl)cc3)oc2C)cc1 | 2.4% | i | 10.2%
Cn1c(=O)c2cc(C(=O)NCCCN3CCN(c4ccc(F)cc4)CC3)sc2c2ccccc21 | -0.6% | i | 8.3%
CCOc1ccc2c(c1)c(=O)c(S(=O)(=O)c1ccc(C)cc1)cn2Cc1ccccc1Cl | -14.1% | i | -18.5%
Cc1cccc(C)c1NC(=O)c1nc(S(C)(=O)=O)ncc1N(Cc1ccc(C(C)(C)C)cc1)Cc1ccco1 | -10.3% | -11.4% | ?
Cc1nn(CC(=O)NCc2ccco2)c(=O)c2cc3ccccc3n12 | 1.3% | -18.8% | 11.4%
COc1cccc(CNC(=O)c2nc(Cn3nc(C)c(Br)c3C)no2)c1 | 1.8% | i | -6.3%
O=C(c1cc(-c2ccc(Br)cc2)n[nH]1)N1CCN(S(=O)(=O)c2ccc(Cl)s2)CC1 | -3.4% | -5.4% | 16.7%
COc1ccccc1NC(=O)c1c(NC(=O)COc2ccccc2)sc2c1CCCCC2 | -1.2% | i | 5.7%
COc1ccc(CCNC(=O)Cc2ccc(NC(=O)N3CCSc4ncccc43)cc2)cc1OC | 2.3% | i | 15.8%
O=c1cc(-c2ccc(F)cc2)nc(SCc2nc(-c3cccc(Cl)c3)no2)[nH]1 | 3.3% | -18.4% | 11.1%
COc1ccccc1C(=O)Nc1ccc(S(=O)(=O)Nc2ncccn2)cc1 | 1.6% | -11.1% | 4.1%
CCOc1ccc(NCc2nc3ccccc3n2CCOc2ccc(C)cc2)cc1 | -20.1% | -96.3%[inhibitor] | ?
COc1cc2nc(NCCc3ccc(Cl)cc3)n3nc(-c4ccccc4)nc3c2cc1OC | 1.6% | 0.4% | 14.0%
CCOc1ccccc1NC(=O)N(Cc1ccc(F)cc1)C1CCN(CC)CC1 | -2.1% | -14.0% | -6.9%
CCc1cccc2sc(N3CCN(C(=O)c4cc5ccccc5cc4OC)CC3)nc12 | 2.4% | -34.9%[inhibitor] | 7.3%
COc1cccc(CN(C(=O)COc2ccc(Cl)c(C)c2)C2CCS(=O)(=O)C2)c1 (centres undefined) | -8.7% | i | ?
Cc1cc(-c2ccc(S(=O)(=O)Nc3ccccc3F)s2)on1 | ? | -25.1% | -8.2%
O=C(Nc1ccccc1F)C(c1ccccc1)N1Cc2ccccc2C1=O (centres undefined) | 5.5% | i | ?
CN1CCN(c2ncnc3c2cnn3-c2cccc(Cl)c2)CC1 | -8.9% | -7.1% | 16.1%
COc1ccc(Cn2ccc3nc(C)c(C(=O)Nc4ccc(OC)cc4OC)cc3c2=O)cc1 | 1.6% | 22.6% | 1.7%
COC(=O)c1ccccc1NC(=O)CCC(=O)N1CCOc2ccccc21 | -1.6% | i | 0.9%
O=C(CSc1nc(=O)n(Cc2ccccn2)c2c1CCC2)Nc1cccc(Cl)c1 | 0.0% | -12.3% | -8.0%
CCc1c(C)nc(SCc2nc(-c3ccccc3)no2)[nH]c1=O | 2.7% | 4.3% | 3.4%
CCCc1ccc(-c2ccc(C(=O)Oc3ccc(OCC)cc3)cc2)nc1 | 4.8% | i | -13.6%
CC(=O)c1ccc(Nc2cc(C)nc3nc(Cc4ccc(Cl)cc4)nn23)cc1 | -10.3% | -10.6% | -2.8%

Next section
SMILES | HEK293 tox | PTHR1 ag | GLP1R inv ag
Cn1cc(C(=O)N2CCN(c3cccc(Cl)c3)CC2)c(=O)c2cc(S(=O)(=O)N3CCCC3)ccc21 | 0.6% | -19.8% | 6.4%
CC(C)OCCCn1c(SCc2ccccc2Cl)nc2c(sc3ccccc32)c1=O | 9.4% | i | 6.7%
Cc1ccc(S(=O)(=O)Nc2ccc(-c3ccc(N4CCCCCC4)nn3)cc2)cc1C | 1.6% | -13.2% | 6.2%
COc1cc(-c2noc(-c3cc(C)[nH]n3)n2)cc(OC)c1OC | 1.1% | i | 27.0%
CCn1c(SCc2c(F)cccc2Cl)nc(=O)c2c(C(=O)OC)cc(C3CC3)nc21 | -4.5% | 26.9% | 5.7%
CCc1ccccc1NC(=O)c1sc2nc3n(c(=O)c2c1C)CCC3 | -2.5% | -18.9% | 5.2%
CSc1ccc(CCNC(=O)Cn2ccc3cc(S(=O)(=O)N4CCCCCC4)ccc32)cc1 | 5.1% | i | ?
Cc1cccc(N2CCN(c3ncnc4c3nc3n4CCCCC3)CC2C)c1 (centres undefined) | -0.5% | -42.7%[inhibitor] | ?
CCCCc1ccc(NS(=O)(=O)c2ccc(N3CCCCS3(=O)=O)cc2)cc1 | -3.2% | -20.6% | ?
Cc1c2cnn(-c3ccccc3)c(=O)c2c(C)n1CC(=O)NCc1ccccc1Br | -0.4% | i | 3.5%

Single records, from the list above. Order of values: HEK293 tox	PTHR1 ag	GLP1R inv ag
CSc1ccc(CCNC(=O)Cn2ccc3cc(S(=O)(=O)N4CCCCCC4)ccc32)cc1 across the screens: 5.1%	i	?
Cc1cccc(N2CCN(c3ncnc4c3nc3n4CCCCC3)CC2C)c1 (centres undefined) across the screens: -0.5%	-42.7%[inhibitor]	?
CCc1ccccc1NC(=O)c1sc2nc3n(c(=O)c2c1C)CCC3 across the screens: -2.5%	-18.9%	5.2%
COc1cc(-c2noc(-c3cc(C)[nH]n3)n2)cc(OC)c1OC across the screens: 1.1%	i	27.0%
Cc1ccc(S(=O)(=O)Nc2ccc(-c3ccc(N4CCCCCC4)nn3)cc2)cc1C across the screens: 1.6%	-13.2%	6.2%
